Source: PubChem BioAssay
AmpC inh detg: inhibitors of E. coli AmpC beta-lactamase with detergent. Potency, µM (titrated, usually from 114 µM), without a hit: at the highest dose activity change, negative = inhibition, most hits filed as inhibitors. AmpC hydrolysis of nitrocefin, absorbance 480 nm, 0.01% Triton. 370,000 tested, 0.041% active;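 also: potency is read from the fitted curve at half-maximal effect; 0% = no-compound wells and -100% = no-enzyme wells; nearly all actives have a fitted effect of over 25% in size; some results filed as inactive show a strong effect at the top dose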
Target sequence (P00811 whole entry, looked up): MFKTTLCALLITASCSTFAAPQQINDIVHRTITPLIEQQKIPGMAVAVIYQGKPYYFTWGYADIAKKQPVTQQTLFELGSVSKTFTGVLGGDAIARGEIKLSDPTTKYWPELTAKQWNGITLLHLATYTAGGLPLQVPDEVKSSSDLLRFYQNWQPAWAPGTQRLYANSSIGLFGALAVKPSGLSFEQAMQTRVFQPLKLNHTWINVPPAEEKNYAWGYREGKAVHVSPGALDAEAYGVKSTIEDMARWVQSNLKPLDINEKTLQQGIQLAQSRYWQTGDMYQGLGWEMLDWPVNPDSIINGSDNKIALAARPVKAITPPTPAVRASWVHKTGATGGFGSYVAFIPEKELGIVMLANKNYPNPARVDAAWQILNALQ
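AmpC (5.3 nM in the dispensed reagent) in 20 mM phosphate pH 7.0 with 0.01% (detergent screen) or 0.0001% Triton X-100 was preincubated with compounds for 15 min at room temperature. Nitrocefin was then added from an 800 uM solution, and hydrolysis was followed at 480 nm.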
Giardia FBPA inh: inhibitors of Giardia lamblia fructose-1,6-bisphosphate aldolase; A8B2U2; purified Giardia FBPA; Potency, µM (titrated, usually from 59.6 µM), for inactives: at the top dose activity, negative = inhibition, hits mostly inhibitors; 290,000 tested, 0.71% active; AID 2451; also: potency is read from the fitted curve at half-maximal effect; nearly all actives have a fitted effect of over 55% in size
Target sequence (A8B2U2 whole entry, looked up): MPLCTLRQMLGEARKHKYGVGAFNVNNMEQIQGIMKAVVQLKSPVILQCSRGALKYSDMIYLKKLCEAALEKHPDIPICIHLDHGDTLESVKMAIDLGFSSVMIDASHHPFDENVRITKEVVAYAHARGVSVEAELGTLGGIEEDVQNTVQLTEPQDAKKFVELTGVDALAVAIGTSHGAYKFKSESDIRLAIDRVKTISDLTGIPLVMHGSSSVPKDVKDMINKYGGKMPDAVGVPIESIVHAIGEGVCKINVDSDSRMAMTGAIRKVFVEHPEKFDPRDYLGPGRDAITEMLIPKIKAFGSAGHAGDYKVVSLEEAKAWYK
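Giardia FBPA (40 nM reagent) was preincubated 10 min at RT with compound (up to 57.5 uM final), then substrate plus GAPDH/TPI/NAD/arsenate coupling system with diaphorase/resazurin was added; resorufin fluorescence (525/598 nm) was read after 20 min.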
Sm TGR block: inhibitors of Schistosoma mansoni thioredoxin glutathione reductase; Q962Y6; purified TGR, DTNB reduction, TNB absorbance 405 nm; Potency, µM (top dose mostly 114 µM), for inactives: top-dose activity change, negative = inhibition, usual class: inhibitors; 360,000 tested, 3% active; also: potency is read from the fitted curve at half-maximal effect; nearly all actives have a fitted effect of over 60% in size
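TGR 20 nM + NADPH 100 uM (dispensed conc.), cpd preinc 15 min RT; start with NADPH (500 uM addition) then DTNB (15 mM addition). Kinetic TNB absorbance, 405 nm filter. Four-parameter Hill fit across titration.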
AMA1 RON2 block: disrupts binding of P. falciparum AMA1 to RON2; Potency, µM (doses to about 58.2 µM), for the others: at the top dose activity change, negative = inhibition, hits mostly inhibitors; AlphaScreen AMA1-biotinylated RON2 peptide binding; AID 720542; 360,000 tested, 0.2% active;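 also: potency is read from the fitted curve at half-maximal effect; 0% = vehicle wells and -100% = peptide control; nearly all actives have a fitted effect of over 45% in size; some results filed as inactive show a strong effect at the top dose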
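AMA1 (3D7) with his tag at 25 nM final met compounds first, then biotinylated RON2 peptide at 25 nM; detection used donor plus acceptor beads, 10 µg/mL apiece, read by AlphaScreen after 30 min at room temperature.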
HCMV inh: inhibitors of human cytomegalovirus. 410,000 tested, 4.5% active. HFF cells, HCMV-luciferase reporter, 72 h; stronger effect = lower value. activity change, negative = inhibition, % at 57.5 µM; in the data active = activity change below about -60%; inconclusive = no clear call, values can overlap the other calls; inactive = above about -39%
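Two-dose cell screen: HFF monolayers treated with compounds and infected with luciferase-expressing HCMV at 1 PFU/cell, 72 h at 37C, then lysed for luciferase measurement.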
AmpC no deterg: inhibitors of E. coli AmpC beta-lactamase without detergent. Potency, µM (highest dose often 57.1 µM), inactives show at the highest dose activity change, negative = inhibition, hits mostly inhibitors. AmpC nitrocefin hydrolysis, absorbance 480 nm, 0.0001% Triton. P00811. 330,000 tested, 0.52% active;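 also: potency is read from the fitted curve at half-maximal effect; plate controls were no compound for no effect and no enzyme for full effect; nearly all actives have a fitted effect of over 20% in size; some results filed as inactive show a strong effect at the top dose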
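AmpC (5.3 nM in the dispensed reagent) in 20 mM phosphate pH 7.0 with 0.01% (detergent screen) or 0.0001% Triton X-100 was preincubated with compounds for 15 min at room temperature. Nitrocefin was then added from an 800 uM solution, and hydrolysis was followed at 480 nm.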
Starred values were filed as active, the others as inactive; ? = inconclusive; · = no result given; & = joins results of further samples; [ ] = dose if it differs, or a comment. Unless noted, calls follow the shape of the dose curve; as a rule, active = well fitted curve in the direction sought with a large enough effect; inconclusive = small, poorly fitted or top-dose-only effect, or another doubt; inactive = no such curve, though single readings can be large; an effect the other way counts as inactive or inconclusive. Unless noted, % is scaled to controls: 0 for no effect and ±100 for the full control effect.

SMILES	AmpC inh detg	Giardia FBPA inh	Sm TGR block	AMA1 RON2 block	HCMV inh	AmpC no deterg
COc1ccc(CCNC(=O)Cn2nnc(-c3ccc(C(F)(F)F)cc3)n2)cc1OC	-1%	·	-4%	·	-38	·
COc1ccc(NC(=S)N(CCN2CCOCC2)C2CCN(C(C)=O)CC2)cc1Cl	6%	-19%	2%	8%	?	44%
O=C(CSc1ccccc1)Nc1ccc(S(=O)(=O)Nc2ncccn2)cc1	-7%	15%	-14%	3%	-25	-4%
CC1(C)CCC[C@]2(C)[C@H]3CC(=O)O[C@]3(C)CC[C@@H]12	3%	5%&7%	6%	15%	-14	-13%
CN(C(=O)c1ccc2c(c1)OCO2)C1(C(=O)NC2CCCCC2)CCCCC1	6%	-1%	20%	-8%	16	7%
CC1CN(C(=O)CCC(=O)NCc2ccc(F)cc2)c2ccccc2S1 (stereo unspecified)	4%	2%	4%	-4%	13	30%
CN1CCN(S(=O)(=O)c2ccc(N(C)Cc3ccc(OC(F)F)cc3)c([N+](=O)[O-])c2)CC1	-9%	·	-21%	?	?	165%[activator]
COc1ccc(NC(=O)NC23CC4CC(CC(C4)C2)C3)cc1OC	-2%	-26%	-5%	1%	-19	0%
Cc1cc(C)c2nc(C)cc(Nc3ccc(C(=O)N4CCOCC4)cc3)c2c1	4%	-3%	-9%	-2%	5	-10%
COc1ccc(NC(=O)CN2C(=O)COc3ccc(S(=O)(=O)N4CCCCC4)cc32)cc1OC	4%&2%	-7%	-6%&11%	-2%	36&3	-11%
COc1ccc(NC(=O)CSc2nnc(N)s2)cc1	-16%&4%	3%	7%&-4%	2%	-6&8	-11%
COc1cc(C2NC(=S)NC(c3ccccc3)=C2C(C)=O)cc(Br)c1OCC(N)=O (stereo unspecified)	0%	1%	-11%	32%[activator]	-28	-23%
COc1ccccc1CNC(=O)C1CCN(S(=O)(=O)c2ccc3c(c2)CC(C)N3C(=O)C2CC2)CC1 (stereo unspecified)	0%	·	1%	-8%	-33	59%
CCCCN(C)CCCNC(=O)/C=C1\Sc2ccccc2NC1=O	7%	1%	-21%	3%	-25	-16%
CC(Sc1nnc2c(n1)C1CCC2(C)C1(C)C)C(=O)Nc1ccccc1 (stereo unspecified)	?	5%	-1%	15%	-61*	-12%
O=C(O)CCC(=O)N1N=C(c2c(-c3ccccc3)c3cc(Cl)ccc3[nH]c2=O)CC1c1ccco1 (stereo unspecified)	-10%	14%	-23%	-1%	-1	-23%
O=C(NCC1CCCO1)c1ccc(Cl)c(S(=O)(=O)N2CCOCC2)c1 (stereo unspecified)	6%	5%	7%	-5%	-17	-5%
Cc1cc(C)cc(C(=O)NC(CC(N)=O)c2ccc(N3CCC(Br)CC3)c([N+](=O)[O-])c2)c1 (stereo unspecified)	-14%	-14%	-2%	24%	-16	-13%
CCCn1c(SCc2nc3ccccc3s2)n[nH]c1=O	?	-14%	-8%	-4%	255	-7%
Cc1cc2nsnc2c(S(=O)(=O)N2CCN(C)CC2)c1C	?	-11%	-4%	0%	-6	3%

Compound profiles, from the list above:
`O=C(NCC1CCCO1)c1ccc(Cl)c(S(=O)(=O)N2CCOCC2)c1` (stereo unspecified) across the screens: AmpC inh detg: 6%; Giardia FBPA inh: 5%; Sm TGR block: 7%; AMA1 RON2 block: -5%; HCMV inh: -17; AmpC no deterg: -5%
`COc1cc(C2NC(=S)NC(c3ccccc3)=C2C(C)=O)cc(Br)c1OCC(N)=O` (stereo unspecified) across the screens: AmpC inh detg: 0%; Giardia FBPA inh: 1%; Sm TGR block: -11%; AMA1 RON2 block: 32%[activator]; HCMV inh: -28; AmpC no deterg: -23%
`COc1ccccc1CNC(=O)C1CCN(S(=O)(=O)c2ccc3c(c2)CC(C)N3C(=O)C2CC2)CC1` (stereo unspecified) across the screens: AmpC inh detg: 0%; Giardia FBPA inh: ·; Sm TGR block: 1%; AMA1 RON2 block: -8%; HCMV inh: -33; AmpC no deterg: 59%

(next part)
SMILES	AmpC inh detg	Giardia FBPA inh	Sm TGR block	AMA1 RON2 block	HCMV inh	AmpC no deterg
C/C(=N\NC(=S)Nc1ccccc1)c1c(O)n(C)c(=O)n(C)c1=O	-1%	-7%	-1%	7%	-19	-14%
Cn1nnnc1SCC(=O)N1c2ccccc2Sc2ccc(Cl)cc21	1%	-4%	6%	-12%	-37	1.3µM*
COc1ccc(NC(=O)Cc2nnc(SCC(=O)NC3=NCCS3)n2C)cc1	6%	?	-4%	8%	-28	-4%
Cc1cnc(=O)[nH]c1SCc1cccc(C(F)(F)F)c1	1%	1%	-1%	9%	-39	0%
O=C(CSCC(=O)NCc1ccco1)NCc1ccco1	10%	-1%	-1%	-3%	-2	-6%
COc1cc(/C=N/NC(=O)Cc2nnc(NC(=O)c3ccccc3)s2)ccc1O	-8%	3%	4%	86%[activator]	13	24%
Cc1nc2ccc(C(=O)N3CCN(c4ccccn4)CC3)cc2s1	1%	6%	18%	-3%	-93*	-3%
COc1cc(/C=C2\SC(=O)N(CCNC(=O)c3sc4cc(F)ccc4c3Cl)C2=O)cc(OC)c1OC	-1%	0%	-1%	-12%	30	-3%
CC(C)(C)c1ccc(C(=O)CC(Sc2ccc(Cl)cc2)C(=O)O)cc1 (stereo unspecified)	-8%	20%	11µM*	1%	29	-13%
COc1ccc(/C=C/C(=O)NCCNC(=O)c2ccccc2)cc1OC	2%	2%	·	19%	-16	-3%
CC(NS(=O)(=O)c1ccc(NC(=O)N2CCCCC2)cc1)c1ccccc1 (stereo unspecified)	2%	4%	4%	14%	53	-14%
CCCC(=O)Nc1ccccc1NC(=O)c1ccc(OCC)cc1	-1%	1%	5%	-2%	?	-12%
CCC1CC(CSc2ncn[nH]2)OC1=O (stereo unspecified)	3%	·	9%	6%	10	-14%
CC1=Nc2cc(C(=O)NC3CCCC3)ccc2Sc2ccc(Br)cc21	-6%	·	-4%	·	-76*	·
O=C(Nc1ccc(-c2cn3ccsc3n2)cc1)c1ccc(F)c(S(=O)(=O)N2CCOCC2)c1	0%	3%	-18%	-28%	?	20%
Cn1c(N2CCCC2)nc2c1c(=O)n(Cc1cccc(F)c1)c(=O)n2C	-5%	1%[12.9 µM]	9%	-1%	-32	42%
COc1ccc(NC(=O)CN(c2ccc(C)cc2)S(=O)(=O)c2cccs2)cc1	5%	·	7%	·	4	·
Cc1ccc(N/N=C/c2ccncc2)cc1	5%	5%	50µM*	13%	59	-14%
N#Cc1c([N+](=O)[O-])cc([N+](=O)[O-])cc1S(=O)(=O)Cc1ccccc1	?	·	0.35µM*	-21%	-99*	-42%
Cc1ccccc1NC(=O)N1C2CCCC1CC(NC(=O)C1CC1)C2 (stereo unspecified)	-9%	6%	-3%	-6%	-1	-15%

Fetched by compound from the entries so far, two records:
SMILES	AmpC inh detg	Giardia FBPA inh	Sm TGR block	AMA1 RON2 block	HCMV inh	AmpC no deterg
O=C(CSc1ccccc1)Nc1ccc(S(=O)(=O)Nc2ncccn2)cc1	-7%	15%	-14%	3%	-25	-4%
Cn1nnnc1SCC(=O)N1c2ccccc2Sc2ccc(Cl)cc21	1%	-4%	6%	-12%	-37	1.3µM*

The listing picks up, starting 5 compounds before the break.
SMILES	AmpC inh detg	Giardia FBPA inh	Sm TGR block	AMA1 RON2 block	HCMV inh	AmpC no deterg
Cn1c(N2CCCC2)nc2c1c(=O)n(Cc1cccc(F)c1)c(=O)n2C	-5%	1%[12.9 µM]	9%	-1%	-32	42%
COc1ccc(NC(=O)CN(c2ccc(C)cc2)S(=O)(=O)c2cccs2)cc1	5%	·	7%	·	4	·
Cc1ccc(N/N=C/c2ccncc2)cc1	5%	5%	50µM*	13%	59	-14%
N#Cc1c([N+](=O)[O-])cc([N+](=O)[O-])cc1S(=O)(=O)Cc1ccccc1	?	·	0.35µM*	-21%	-99*	-42%
Cc1ccccc1NC(=O)N1C2CCCC1CC(NC(=O)C1CC1)C2 (stereo unspecified)	-9%	6%	-3%	-6%	-1	-15%
CCOC(=O)CC(=O)Nc1c(C)cc(C)cc1C	-7%	-1%	0%	-4%	7	-3%
Cc1cccc(-c2ccc3ncnc(NCc4cccs4)c3c2)c1	-6%&4%	·	-2%&10%	·	-76*	-45%&-12%
COc1ccc(CCn2c(C)cc(C(=O)COC(=O)c3cnc(C)cn3)c2C)cc1	?	·	2%	-22%	-19	107%[activator]
COc1ccc(C(=O)CN2CCN(S(=O)(=O)c3ccc(F)cc3)CC2)cc1	-1%	·	-29%	·	0	·
Cc1ccc(-n2c(SCC(=O)Nc3ccc4c(c3)OCO4)nnc2-c2ccoc2C)cc1	?	7%	4%	-13%	-39	-12%
Cc1[nH]n(-c2ccccc2)c(=O)c1C(=O)c1ccc(Cl)cc1	-2%	0%	-5%	-3%	0	-31%
COc1cc(C(=O)NCCCc2nc3ccccc3n2Cc2cc(C)ccc2C)cc(OC)c1OC	?	-3%	-13%	-1%	50	267%[activator]
Cc1cc(NC(=O)CCl)no1	-5%	2%	8.9µM*	-8%	-82*	-36%
Cn1c(CNC(=O)Nc2ccccc2Cl)nnc1SCc1ccccc1	-17%	-9%	1%	-15%	-19	-11%
CCc1ccc(NC(=O)CN2CCN(C3CCCCC3)C(=O)C2=O)cc1	17%	·	4%	·	-6	·
O=C(COC(=O)C1CCC1)Nc1ccc(Oc2ccccc2)cc1	-8%	-3%	-7%	28%	11	-37%
COc1cc(CNC(=O)CCCC(=O)c2ccccc2)cc(OC)c1OC	-11%	-1%	6%	3%	16	0%
Cc1ccc(NC(=O)CSCC(=O)N2CCN(c3cccc(C(F)(F)F)c3)CC2)cc1	-13%	·	-4%	-1%	-3	127%[activator]
O=C(COc1ccccc1)N(Cc1nnc(-c2ccccc2Cl)o1)C1CC1	3%	·	2%	-5%	-12	55%
N#CCC(=O)Nc1ccc(C(=O)OCC(=O)Nc2ccccc2-c2ccccc2)cc1	3%	-9%	0%	21%	-31	?
CC1(C)NC(=O)N(CC(O)COc2cccc(F)c2)C1=O (stereo unspecified)	-10%	-4%	7%	-4%	3	-7%
